# NCI-60 one-dose screen, 48 h, at 10 µM unless noted. Numbers give growth in % (100 = growth as untreated, 0 = no growth, -100 = all killed).
# SNB-19 = SNB-19 CNS cancer cells | AID 1794751 | 2.5% of 81,000 active
# PC-3 = PC-3 prostate cancer cells; 3.9% of 80,000 active
# SF-268 = SF-268 CNS cancer cells | 3.1% of 82,000 active
# U251 = U251 CNS tumor cells; 5.4% of 80,000 active; AID 1794753
# DU-145 = DU-145 prostate cancer. 4.2% of 81,000 active. AID 1794760
# HCC-2998 = HCC-2998 colon cancer. 4.7% of 79,000 active. AID 1794799
# SF-539 = SF-539 CNS cancer | 6.8% of 81,000 active
# SNB-75 = SNB-75 CNS cancer | 5% of 79,000 active | AID 1794750
# SF-295 = SF-295 CNS cancer cells; 5.6% of 79,000 active; AID 1794758
# Starred values were filed as active, the others as inactive; x = no result given; & = joins results of further samples. Rule for the calls: active = growth percent below 10; inactive = the rest.
Structure	SNB-19	PC-3	SF-268	U251	DU-145	HCC-2998	SF-539	SNB-75	SF-295
COc1ccc2cc(CCC(C)=O)ccc2c1	109	105	101	90	109	98	92	91	103
Oc1ccc(-c2nocc2-c2c[nH]c3ccccc23)cc1	108	84	100	94	111	106	97	106	96
CC1CN(S(=O)(=O)c2ccc(-c3cc4ccccc4c(=O)o3)cc2)CC(C)C1(F)F (configuration not stated)	86	95	98	102	104	105	98	114	89
COc1ccc(O)c(/C=C2\SCc3cc4cc(OC)ccc4[o+]c32)c1	97	96	101	100	110	108	95	118	97
CCCCCCCCOc1ccc(/C=N/Nc2cc(C)nc3ccc(Cl)cc23)cc1OCCCCCCCC	107	104	106	108	102	117	102	104	103
CCC(CC)n1c(=O)c(SC2=NC3C(NN2)N(CC)C(=O)N3CC)c(C(=O)O)c2ccccc21 (configuration not stated)	35	24	52	15	16	24	3.9*	40	22
CCSc1nnc(-c2cc3ccccc3oc2=O)o1	99	84	92	103	101	116	89	72	101
N#Cc1c(NC(=O)c2ccccc2C(F)(F)F)sc2c1CCC(=O)C2	15	13	19	16	34	28	-29*	20	11
O=C(O)/C=C\c1ccc(N=[N+]([O-])c2ccc(/C=C\C(=O)O)cc2)cc1	98	108	109	103	109	100	106	89	116
O=C(CC1(O)C(=O)Nc2c(Cl)ccc(Cl)c21)c1ccc(Cl)cc1Cl (configuration not stated)	107	81	97	96	103	110	103	70	100
NS(=O)(=O)c1ccc(Cn2c(=O)c3cc4c(=O)n(Cc5ccc(S(N)(=O)=O)cc5)c(=O)c4cc3c2=O)cc1	96	97	103	99	107	111	94	94	99
CCN(CC)S(=O)(=O)c1ccc(S(=O)(=O)N2CCC[C@@H](C(=O)NC3COC3)C2)cc1	91	89	93	101	105	99	89	91	89
CCN1CCN(CCNc2nccc(-c3c(-c4ccc(F)c(OC)c4)nc4sccn34)n2)S1(=O)=O	93	74	79	77	84	89	99	74	91
COC(=O)c1ccc(NC(=O)c2ccc(-c3cccc([N+](=O)[O-])c3)o2)cc1	94	x	98	100	110	102	91	82	95
Cc1ccc(NC(=O)N2CC(C)OC(C)C2)cc1[N+](=O)[O-] (configuration not stated)	97	96	107	93	105	103	109	76	x
COc1ccc(/C=C(\C#N)c2cc3ccccc3n2C(C)=O)cc1	87	85	97	87	100	81	94	74	84
CCCCCCc1cc(N=Nc2ccc(S(=O)(=O)Nc3cc(C)nc(C)n3)cc2)c(O)cc1O	103	96	110	100	114	101	97	92	99
CCn1c(Sc2nnc(/N=C3\NC(=O)CS3)s2)nc2c1c(=O)n(C)c(=O)n2C	102	99	96	102	104	103	91	91	101
COc1ccc(C/C(C)=C(\c2ccc(OCCCN(C)C)cc2)c2ccc(OC(=O)c3ccccc3)cc2)cc1	94	76	82	79	92	106	97	87	91
COC(=O)C1CCN1C(C)(C)C (configuration not stated)	102	98	108	100	109	109	99	95	x

# Entries of single compounds from above. Values in the order: SNB-19, PC-3, SF-268, U251, DU-145, HCC-2998, SF-539, SNB-75, SF-295
# `COc1ccc(O)c(/C=C2\SCc3cc4cc(OC)ccc4[o+]c32)c1` across the screens: 97, 96, 101, 100, 110, 108, 95, 118, 97
# `CCSc1nnc(-c2cc3ccccc3oc2=O)o1` across the screens: 99, 84, 92, 103, 101, 116, 89, 72, 101
# `N#Cc1c(NC(=O)c2ccccc2C(F)(F)F)sc2c1CCC(=O)C2` across the screens: 15, 13, 19, 16, 34, 28, -29*, 20, 11
# `CCCCCCCCOc1ccc(/C=N/Nc2cc(C)nc3ccc(Cl)cc23)cc1OCCCCCCCC` across the screens: 107, 104, 106, 108, 102, 117, 102, 104, 103
# `COc1ccc(/C=C(\C#N)c2cc3ccccc3n2C(C)=O)cc1` across the screens: 87, 85, 97, 87, 100, 81, 94, 74, 84

# 4 entries picked at random from the list so far, as already listed:
Structure	SNB-19	PC-3	SF-268	U251	DU-145	HCC-2998	SF-539	SNB-75	SF-295
COc1ccc(/C=C(\C#N)c2cc3ccccc3n2C(C)=O)cc1	87	85	97	87	100	81	94	74	84
COc1ccc(C/C(C)=C(\c2ccc(OCCCN(C)C)cc2)c2ccc(OC(=O)c3ccccc3)cc2)cc1	94	76	82	79	92	106	97	87	91
Oc1ccc(-c2nocc2-c2c[nH]c3ccccc23)cc1	108	84	100	94	111	106	97	106	96
CCSc1nnc(-c2cc3ccccc3oc2=O)o1	99	84	92	103	101	116	89	72	101

# The listing continues:
Structure	SNB-19	PC-3	SF-268	U251	DU-145	HCC-2998	SF-539	SNB-75	SF-295
Cc1nn(-c2ccccc2)c2nc3c(nc12)C(=O)c1ccccc1-3	104	86	97	110	107	79	x	76	103
CC1NC(=S)NC(c2cccs2)=C1C(=O)/C=C/N(C)C (configuration not stated)	102	74	103	90	111	95	96	100	100
Oc1ccc(Cc2ccccc2)cc1	95	x	84	92	95	99	86	x	99
COc1cc(-c2nc(-c3ccccc3)c(-c3ccccc3)[nH]2)cc(OC)c1O	20	-59*	4.5*	5.5*	-24*	-55*	0.9*	30	x
O=Cc1cccc(Cl)c1Cl	96	99	112	108	115	106	97	101	99
Cc1cc(=O)[nH]c(SCC(=O)Nc2nc(-c3ccc(Cl)cc3)cs2)n1	99	91	104	99	110	108	107	96	101
Nc1nc2c(nc(N3CCCCC3)n2[C@@H]2O[C@H](CO)[C@@H](O)[C@H]2O)c(=O)[nH]1	103	100	97	98	108	106	102	89	x
COc1cc2c(cc1OC)-c1ccc3cc4c(cc3c1N(CCCN1CCCCC1)C2)OCO4	43	29	45	42	51	81	62	51	57
Nc1ccc(SCc2nc3cccc4c3n2CCC4)cc1	85	x	103	105	110	102	95	85	94
O=C1Nc2ccc(Cl)cc2/C1=C/c1ccc[nH]1	106	111	96	100	84	66	89	114	109
C=CCn1c2c(c3ccccc31)CCC2	98	96	108	106	121	103	108	86	108
C[C@]12C=CC(=O)C=C1[C@@H](F)C[C@@H]1[C@@H]2[C@@H](O)C[C@@]2(C)[C@H]1CC[C@]2(O)C(=O)CO	96	97	97	108	95	105	96	145	123
Cc1cc(NS(=O)(=O)c2ccc(N=Nc3c(Nc4ccccc4)nn(-c4ccc(S(=O)(=O)Nc5ccncn5)cc4)c3C)cc2)no1	107	90	97	110	106	112	99	101	103
O=C1NC(=S)S/C1=C\c1ccc(Cl)c(Cl)c1	83	83	89	94	108	86	97	79	82
Fc1ccccc1-c1nc(-c2nc3ccccc3[nH]2)c2ccccn12	89	51	76	84	92	95	89	74	70
Cc1[nH]nc2c1C(c1cc3ccccc3nc1Cl)C(C#N)=C(N)O2 (configuration not stated)	106	100	97	98	105	95	109	100	103
COC(=O)c1ccc2c(c1)[n+](=O)c(C(N)=O)c(C)n2[O-]	102	92	107	102	112	105	103	96	111
O=C(CCC(=O)Oc1ccccc1)Oc1ccccc1	100	100	105	100	120	x	98	95	98
CCCCCCCCCCCCS(=O)(=O)CC(=O)O	95	105	109	91	115	105	105	106	97
Cc1ccc(/C(=N\NC(N)=S)C2CC2)cc1	105	85	98	93	118	x	97	98	x

# Next section
Structure	SNB-19	PC-3	SF-268	U251	DU-145	HCC-2998	SF-539	SNB-75	SF-295
COc1cc2c(cc1OC)CN(CCCOc1cc(O)c3c(=O)cc(-c4ccccc4)oc3c1)CC2	74	110	87	76	102	108	77	82	89
COC(CCC#N)c1ccccc1 (configuration not stated)	98	96	118	103	122	106	103	x	97
Cc1cc(CCc2cc(C)[nH]c2C)c(C)[nH]1	102	103	100	103	108	140	105	60	100
Nc1cc(=O)[nH]c(SCC(=O)N2CCN(c3cc4c(cc3F)c(=O)c(C(=O)O)cn4C3CC3)CC2)n1	98	97	109	95	110	94	99	88	100
COc1ccc(-c2nsc3c2NC(=O)CC3c2ccc3c(c2)OCCO3)cc1 (configuration not stated)	57	24	55	24	5.4*	34	-17*	35	0.4*
Cc1nc(-c2cccs2)ccc1NC(=O)Nc1ccc2c(c1)OCO2	103	92	104	98	113	111	104	109	103
COc1cc(/C=N/Nc2ncnc3c2c(C)nn3C)ccc1O	98	90	95	96	106	104	94	71	103
COc1ccccc1NC(=O)C1=C(C)NC(C)=C(C(=O)Nc2ccccc2OC)C1c1cccc([N+](=O)[O-])c1	x	42	67	76	84	77	75	74	50
c1ccc2c(c1)Sc1cnccc1N2CC1CO1 (configuration not stated)	112	104	x	110	93	103	101	93	103
Fc1ccc(-c2nn3c(-c4cc(C(F)(F)F)cc(C(F)(F)F)c4)nnc3s2)cc1	8.3*	39	37	5.0*	87	x	40	x	38
O=C(Nc1ccccc1CO)c1ccccc1	108	94	95	99	106	102	98	100	105
CC(C)(C)CC(C)(C)c1ccc(OCCOc2ccc(C(=O)NCCNC(=O)c3ccc4ccccc4c3O)cc2N)cc1	105	101	109	101	117	104	119	85	110
CC1(C)N=C(N)N=C(N)N1c1ccc(Cl)cc1	58	33	37	32	55	37	23	76	4.1*
O=C(Cn1c(=O)[nH]c2ccccc2c1=O)NCC(=O)N/N=C/c1ccccc1	100	100	99	107	109	107	91	78	99
C/C=C/C(=O)OC(C)CCC(CC)CCCC (configuration not stated)	97	98	90	98	119	106	x	87	103
CCc1c(C)c2cc(N=C3NC(=O)CS3)c(O)c(C)c2oc1=O	103	79	99	104	109	101	103	93	108
N#Cc1ncc(-c2cc(F)c(F)cc2F)c(NC2CCCCCC2)n1	60	70	54	30	90	64	65	54	75
Nc1cccnn1	108	97	98	99	110	113	101	84	112
O=C1C=CC(=O)C(c2ccc(Cl)cc2)=C1	99	93	96	99	109	113	91	81	105
CCOC(=O)CSC1=C(C)C(=O)C(OC)=C(OC)C1=O	98	99	101	105	103	101	98	98	104

# The list goes on.
Structure	SNB-19	PC-3	SF-268	U251	DU-145	HCC-2998	SF-539	SNB-75	SF-295
CCCCCCCNc1nc(C=O)ncc1-c1ccc(C(F)(F)F)cc1	91	80	99	86	106	104	107	97	103
O=C(CNCc1cc(=O)oc2ccc3ccccc3c12)Nc1ccc(Cl)cc1	97	82	93	92	104	113	92	102	103
O=C(C[n+]1ccc2ccccc2c1)c1ccccc1	103&94	98&97	104&99	104&94	110&112	119&89	99&109	84&81	76&91
C[C@]12CCC(=O)C=C1CCC1C2[C@@H](O)C[C@@]2(C)C1CC[C@]2(O)C(=O)COC(=O)CCC(=O)O (some centres not stated)	104	93	107	105	118	98	97	123	117
COc1ccc(C(=O)CN2C(=O)NC(c3ccccc3)(c3ccccc3)C2=O)cc1	102	95	101	101	116	106	93	87	99
OC1(c2ccc(Cl)cc2)CCCCC1	110	102	112	104	112	98	103	91	118
CCC1C(c2ccccc2)=CCC(C(=O)O)C1C (configuration not stated)	107	102	112	112	114	108	103	107	114
COc1ccc(Cn2cc3c(c2-c2ccc(OC)cc2)CCCc2cnoc2-3)cc1	86	83	94	93	102	99	98	79	91
CCC(=O)Nc1ccc(Br)cc1	99	88	102	91	105	106	103	88	99
CC(C)(C)CC(C)(C)SSc1n[nH]c(=S)s1	97	94	102	89	107	95	100	85	127
COc1cccc(Cn2c(-c3nonc3N)nc3ccccc32)c1	53	11	42	18	5.0*	24	-35*	-17*	-27*
CC(C)CCNc1ncnc2c1cnn2C	104	96	98	109	x	109	102	78	102

# Reformatted as labelled records: entries from further up.
compound: Cc1cc(NS(=O)(=O)c2ccc(N=Nc3c(Nc4ccccc4)nn(-c4ccc(S(=O)(=O)Nc5ccncn5)cc4)c3C)cc2)no1
  SNB-19 = 107; PC-3 = 90; SF-268 = 97; U251 = 110; DU-145 = 106; HCC-2998 = 112; SF-539 = 99; SNB-75 = 101; SF-295 = 103
compound: O=C1NC(=S)S/C1=C\c1ccc(Cl)c(Cl)c1
  SNB-19 = 83; PC-3 = 83; SF-268 = 89; U251 = 94; DU-145 = 108; HCC-2998 = 86; SF-539 = 97; SNB-75 = 79; SF-295 = 82
compound: Fc1ccccc1-c1nc(-c2nc3ccccc3[nH]2)c2ccccn12
  SNB-19 = 89; PC-3 = 51; SF-268 = 76; U251 = 84; DU-145 = 92; HCC-2998 = 95; SF-539 = 89; SNB-75 = 74; SF-295 = 70
compound: Cc1[nH]nc2c1C(c1cc3ccccc3nc1Cl)C(C#N)=C(N)O2 (configuration not stated)
  SNB-19 = 106; PC-3 = 100; SF-268 = 97; U251 = 98; DU-145 = 105; HCC-2998 = 95; SF-539 = 109; SNB-75 = 100; SF-295 = 103
